High-throughput results from PubChem BioAssay.
TEAD-YAP inh: TEAD-YAP interaction inhibition; inhibition, % at 9.12 µM; 1.4% of 640,000 active; HEK-TIYL cells, TEAD-Gal4/YAP UAS-luciferase luminescence; AID 1259422; in the data active means inhibition above about 32%;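 further: 0% = median of test compound wells and 100% = reference inhibitor wells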
MITF inh: human MITF inhibition, primary screen | AID 1259374 | inhibition, % at 2.6 µM | 0.91% of 650,000 active | AlphaScreen MITF homodimerization, bead proximity signal; in the data active means inhibition above about 50%;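 further: 0% = vehicle wells with protein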
Target sequence (O75030 whole entry, looked up): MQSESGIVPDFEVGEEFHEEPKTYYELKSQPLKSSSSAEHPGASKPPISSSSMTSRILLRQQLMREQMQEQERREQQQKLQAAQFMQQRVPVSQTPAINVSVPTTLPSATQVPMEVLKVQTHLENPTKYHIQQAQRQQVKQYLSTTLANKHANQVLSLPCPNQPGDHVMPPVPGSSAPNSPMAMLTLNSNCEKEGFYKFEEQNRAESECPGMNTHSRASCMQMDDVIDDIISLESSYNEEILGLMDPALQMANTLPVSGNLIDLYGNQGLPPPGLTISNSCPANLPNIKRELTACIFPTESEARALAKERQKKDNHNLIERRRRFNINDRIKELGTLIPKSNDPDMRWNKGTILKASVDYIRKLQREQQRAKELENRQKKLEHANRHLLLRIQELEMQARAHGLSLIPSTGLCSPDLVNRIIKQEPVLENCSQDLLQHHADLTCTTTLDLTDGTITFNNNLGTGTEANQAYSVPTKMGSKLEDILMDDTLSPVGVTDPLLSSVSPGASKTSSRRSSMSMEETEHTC
FBW7 activator: human FBW7 E3 ligase activation, primary screen | AlphaScreen FBW7–phospho-cyclin E peptide binding, activator screen | normalized activity (activation), % at 26.1 µM | 0.13% of 650,000 active; in the data active means normalized activity above about 1.9%;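 further: purified mutant Fbw7 with reduced substrate affinity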
GPR151 ag: activates the human receptor GPR151. Q8TDV0. PathHunter beta-arrestin GPR151 cells, luminescence. activation, % at 11.2 µM. 1% of 650,000 active. AID 1508602; in the data active means activation above about 4.9%;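 further: 0% = median of compound wells and 100% = cells with positive control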
Target sequence (Q8TDV0 whole entry, looked up): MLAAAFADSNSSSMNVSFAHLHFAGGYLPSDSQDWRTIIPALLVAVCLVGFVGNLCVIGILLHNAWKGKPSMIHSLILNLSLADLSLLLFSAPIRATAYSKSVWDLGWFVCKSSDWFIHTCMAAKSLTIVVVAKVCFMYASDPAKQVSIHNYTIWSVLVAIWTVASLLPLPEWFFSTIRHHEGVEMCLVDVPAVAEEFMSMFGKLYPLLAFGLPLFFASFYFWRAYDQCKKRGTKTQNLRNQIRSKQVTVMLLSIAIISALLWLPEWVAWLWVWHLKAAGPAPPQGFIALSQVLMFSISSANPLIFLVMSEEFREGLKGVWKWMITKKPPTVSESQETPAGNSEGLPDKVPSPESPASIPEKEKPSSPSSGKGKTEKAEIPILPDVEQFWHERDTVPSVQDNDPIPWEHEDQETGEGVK
Active calls of the source: *.

Compound,TEAD-YAP inh,MITF inh,FBW7 activator,GPR151 ag
CCOC(=O)Cn1c(CN2CCOCC2)nc2c1c(=O)n(C)c(=O)n2C,3,-11,0.2,-0.2
C=CCc1cc(C)ccc1OCCCCN1CCOCC1,3,56*,0.1,-1.8
CC12CN(C(=O)c3ccc(Cl)cc3)C3(C#N)CC1CCC23C (configuration not stated),16,4,0.7,-1.7
COc1ccc(NC(=O)CN2C(=O)C(c3ccc(C(C)(C)C)cc3)=NC2(C)C)cc1OC,-6,-1,-0.1,-1.0
Cc1nc2ccc(NC(=S)Nc3ccc(N(C)C)cc3)cc2nc1C,-17,23,-0.2,2.9
COc1ccc(CN2CCN(Cc3ccc(F)cc3)C(CCO)C2)cc1 (configuration not stated),-1,18,-0.1,0.0
O=C(NCCN1CCOCC1)c1ccc2nc(Nc3ccccc3)sc2c1,-62,-3,0.2,0.2
O=C(Nc1cccc(Br)c1)c1c[nH]c(=O)n(-c2ccccc2)c1=O,10,12,-0.1,1.1

Given with each value named: part of the list above
O=C(Nc1cccc(Br)c1)c1c[nH]c(=O)n(-c2ccccc2)c1=O
  TEAD-YAP inh: 10; MITF inh: 12; FBW7 activator: -0.1; GPR151 ag: 1.1

CCOC(=O)Cn1c(CN2CCOCC2)nc2c1c(=O)n(C)c(=O)n2C
  TEAD-YAP inh: 3; MITF inh: -11; FBW7 activator: 0.2; GPR151 ag: -0.2

COc1ccc(NC(=O)CN2C(=O)C(c3ccc(C(C)(C)C)cc3)=NC2(C)C)cc1OC
  TEAD-YAP inh: -6; MITF inh: -1; FBW7 activator: -0.1; GPR151 ag: -1.0

The listing continues:
Compound,TEAD-YAP inh,MITF inh,FBW7 activator,GPR151 ag
COc1cc(OC)c(Nc2c(C(=O)N3CCOCC3)cnc3ccccc23)cc1Cl,-26,11,0.6,-1.2
CC1CCN(C(=O)c2cnc(N3CCN(c4ccccn4)CC3)c3ccccc23)CC1,-1,11,-0.1,-0.1
CCCCc1c(C)c2cc([N+](=O)[O-])c(O)c(C)c2oc1=O,-5,34,-0.1,-1.0
O=C(c1ccc(N2CC3CC(C2)c2cccc(=O)n2C3)c(NS(=O)(=O)c2ccc3c(c2)OCCO3)c1)N1CCC2(CC1)OCCO2 (configuration not stated),-4,-4,0.4,-0.6
CC(C)NC(=O)CN(Cc1ccccc1)C(=O)CCC(=O)Nc1ccccn1,7,5,-0.1,-1.1
O=C(Nc1ccc(I)cc1)c1cccnc1,-22,-9,-0.1,2.7
CCOC(=O)c1cc2c(n(-c3ccccc3)c1=O)CC(C)(C)CC2=O,2,11,0.0,0.9
CC1CN(C(=S)NC(=O)C2CCCCC2)CC(C)O1 (configuration not stated),-4,11,0.1,-0.7
O=C(CN1CCOCC1)Nc1ccc(NC(=O)c2ccc(F)cc2)cc1,-1,-12,0.1,-0.1
CC(C)c1ccc(C2=CC(c3cccs3)n3ncnc3N2)cc1 (configuration not stated),-63,15,0.5,0.7
CN1CCN(C(=O)c2ccc(-c3[nH]nc4nc(-c5cccc(CO)c5)ccc34)cc2)CC1,13,5,-0.2,-0.8
Cc1cc(C)cc(NC(=O)COc2ccc([N+](=O)[O-])cc2)c1,-9,-2,0.0,-0.3
CCC1C(=O)NCCN1C(=O)CC1(c2cccc(F)c2)CC(=O)N(C)C1=O (configuration not stated),3,2,0.1,0.9
CC(=O)N/C(=C/c1ccc2c(c1)OCO2)C(=O)NCCCC(=O)O,-4,-15,0.1,2.1
CCN1CCCC1CNC(=O)c1ccc2c(=O)n(Cc3ccc4c(c3)OCO4)c(=S)[nH]c2c1 (configuration not stated),-8,-5,-0.1,-0.1
CC(C)OCCCNC(=O)CC1C(=O)NCCN1Cc1ccc(-c2ccccc2)cc1 (configuration not stated),2,15,0.1,-1.2
C=CCSc1nc2sc3c(c2c(=O)n1CC)CCc1ccccc1-3,0,5,0.0,-0.3
O=C(NCCCO)/C(=C\c1ccc(F)cc1)NC(=O)c1ccccc1,-6,3,0.0,0.8
CCOC(=O)C1=C(O)CCN(C)C1,6,4,0.0,1.1
Cc1cc(=O)[nH]c(SCc2nc3ccc([N+](=O)[O-])cc3[nH]2)n1,10,32,0.1,0.6
COc1ccc(CCNc2cc(C)nc(Nc3ccncc3)n2)cc1,-4,-4,-0.1,1.4
CC12Oc3ccc(Cl)cc3C(NC(=S)N1c1ccc(Cl)cc1)C2C(=O)Nc1ccc(Cl)cc1 (configuration not stated),-2,2,-0.1,-0.3
COCCCNC(=O)CSc1nc2nc(C)c(Cc3ccccc3C)c(C)n2n1,12,-3,-0.1,-0.2
Cc1cc2c(=O)oc(-c3cccc(Br)c3)nc2s1,2,3,0.0,1.7
O=C(O)CC(NC(=O)C1CCCCC1)c1ccccc1 (configuration not stated),-8,-15,-0.1,-0.7
CCOC(=O)C1=C(C)NC2=C(C(=O)CC(C)(C)C2)C1c1ccc(C(=O)OC)cc1 (configuration not stated),9,14,0.7,0.7
Cn1c2c(c(=O)n(C)c1=O)C(c1ccc(C(=O)O)cc1)C1=C(CC(C)(C)CC1=O)N2 (configuration not stated),1,9,-0.1,0.6
Cc1cc(C(=O)NN=C2CCN(C)CC2)c2ccccc2n1,51*,1,-0.1,-1.3
CCc1ccc(N2CC34C=CC(O3)C(C(=O)OCc3ccccc3)C4C2=O)cc1 (configuration not stated),11,0,0.0,-1.4
CN1CCN(Cn2cnc3c2c(=O)n(C)c(=O)n3C)CC1,0,8,-0.1,-0.7
CC1(c2cccc([N+](=O)[O-])c2)NC(=O)NC1=O (configuration not stated),1,4,-0.1,-1.2
COc1ccc(C(=S)N2CCOCC2)c2ccccc12,0,18,0.4,0.2

Some of the entries so far, with two lines to a compound.
Fields – TEAD-YAP inh | MITF inh | FBW7 activator | GPR151 ag
- CCc1ccc(N2CC34C=CC(O3)C(C(=O)OCc3ccccc3)C4C2=O)cc1 (configuration not stated)
 : 11 | 0 | 0.0 | -1.4
- CN1CCN(Cn2cnc3c2c(=O)n(C)c(=O)n3C)CC1
 : 0 | 8 | -0.1 | -0.7
- Cc1cc(C(=O)NN=C2CCN(C)CC2)c2ccccc2n1
 : 51* | 1 | -0.1 | -1.3
- Cn1c2c(c(=O)n(C)c1=O)C(c1ccc(C(=O)O)cc1)C1=C(CC(C)(C)CC1=O)N2 (configuration not stated)
 : 1 | 9 | -0.1 | 0.6

Next part.
Compound,TEAD-YAP inh,MITF inh,FBW7 activator,GPR151 ag
Nc1cccc(S(=O)(=O)Nc2ccc(SC(F)F)cc2)c1,1,-11,-0.1,2.8
COc1cc(Br)cc(/C=N/NC(=O)c2ccc(Cl)cc2)c1O,1,8,-0.3,-0.1
CCCN1C(=O)C(O)(CC(=O)c2ccc([N+](=O)[O-])cc2)c2ccccc21 (configuration not stated),7,14,0.0,-0.4
O=C(NCc1ccco1)C1CC12CCN(C(=O)Cc1ccc(-c3ccccc3)cc1)CC2 (configuration not stated),-7,10,0.3,0.0
CCCCCCN1C(=O)C(=O)/C(=C(\O)c2ccc(C)cc2)C1c1ccccc1Cl (configuration not stated),-1,14,0.1,0.6
COc1cccc(NC(=O)Nc2ccc(Cl)c(Cl)c2)c1,-34,5,0.6,1.1
CCOc1ccc(NC(=O)N2CCCC2C(=O)NCc2ccco2)cc1 (configuration not stated),12,8,0.1,0.1
CCCCNC(=O)C(=O)N/N=C/c1ccc(Cl)c(Cl)c1,5,-8,-0.1,-0.1
COc1ccc(NC(=O)COc2ccc(S(=O)(=O)NCC(C)C)cc2C)cc1Cl,-2,-3,0.0,0.8
CCOC(=O)c1c(NC(=O)CN2C(=O)CCC2=O)sc2c1CCN(C(=O)OCC)C2,17,-6,-0.1,1.0
Cc1cccc(-c2nc3sc(C)cc3c(=O)o2)c1,2,-12,0.1,-0.2
Cc1c(NC(=S)N2CCN(c3ccc(F)cc3)CC2)c(=O)n(-c2ccccc2)n1C,7,-1,-0.1,-0.3
CCOC(=O)c1cnc2c(C)cc(C)cc2c1Nc1ccccc1OCC,2,-4,-0.3,-0.3
Cc1ccc(C(=O)Nc2ccc(OCc3ccccc3)cc2)o1,-17,-4,-0.1,-2.1
CCc1n[n+](CC(=O)c2c[nH]c3ccccc23)c(N)s1,-12,-7,0.1,0.9
Oc1ccccc1/C=N/OCO/N=C/c1ccccc1O,3,-10,0.4,0.0
Nc1ncnc(NNC(=O)CNC(=O)c2ccccc2C(F)(F)F)c1[N+](=O)[O-],-3,21,0.0,-0.4
CC(C)(C)C(N=C1NC(=S)N(c2cccc(C(F)(F)F)c2)C1(C)C)C(Oc1ccc(Cl)cc1)n1cncn1 (configuration not stated),10,5,-0.1,0.5
COc1cc(OC)cc(C(=O)NCC2(CO)CC2)c1,11,2,0.0,0.7
CN1/C(=C\C(=O)c2cccnc2)Sc2cc3c(cc21)OCO3,-52,4,0.5,3.5
CCOCCn1cnc2sc(C(=O)O)c(C)c2c1=O,-3,16,0.3,1.5
C=CCSc1n[nH]c(-c2ccccc2)n1,-20,28,1.0,-0.3
N#CC1=C(N)Oc2n[nH]c(-c3ccccc3)c2C1c1ccc(OC(=O)c2ccccc2)cc1 (configuration not stated),1,7,0.0,-2.4
CC(C(=O)NCc1ccccn1)n1sc2ccccc2c1=O (configuration not stated),-3,-1,-0.5,0.7

Shown with each value named: 4 of the compounds above.
mol: N#CC1=C(N)Oc2n[nH]c(-c3ccccc3)c2C1c1ccc(OC(=O)c2ccccc2)cc1 (configuration not stated)
  TEAD-YAP inh: 1 | MITF inh: 7 | FBW7 activator: 0.0 | GPR151 ag: -2.4

mol: CC(C)(C)C(N=C1NC(=S)N(c2cccc(C(F)(F)F)c2)C1(C)C)C(Oc1ccc(Cl)cc1)n1cncn1 (configuration not stated)
  TEAD-YAP inh: 10 | MITF inh: 5 | FBW7 activator: -0.1 | GPR151 ag: 0.5

mol: CC(C(=O)NCc1ccccn1)n1sc2ccccc2c1=O (configuration not stated)
  TEAD-YAP inh: -3 | MITF inh: -1 | FBW7 activator: -0.5 | GPR151 ag: 0.7

mol: COc1cc(OC)cc(C(=O)NCC2(CO)CC2)c1
  TEAD-YAP inh: 11 | MITF inh: 2 | FBW7 activator: 0.0 | GPR151 ag: 0.7

The results go on.
Compound,TEAD-YAP inh,MITF inh,FBW7 activator,GPR151 ag
Cc1cc(C)cc(NC(=O)c2cc(S(=O)(=O)NCCc3ccc(Cl)cc3)ccc2F)c1,4,9,0.7,1.1
Cc1cc(C=C2C(=O)NC(=S)NC2=O)c(C)n1-c1ccccc1F,-1,36,-0.1,-0.8
Cc1ccc(C)n1-c1ccc(Cl)cc1O,5,0,0.0,0.1
CSc1ccccc1C(=O)Nc1ccccc1Br,-1,-6,0.2,0.2
CN1C(=O)C(O)(CC(=O)c2ccccc2[N+](=O)[O-])c2ccccc21 (configuration not stated),-1,-1,-0.1,-1.4
Cc1ccc(/C=N/Nc2nc(=O)[nH]nc2C)cc1,10,4,-0.1,-6.6
COC(=O)c1ccc2c(c1)C(=O)/C(=C/c1cc(OC)c(OC)c(OC)c1)O2,-8,5,0.1,1.0
O=C(CCCn1c(=S)[nH]c2ccc(Br)cc2c1=O)N1CCN(c2ccccc2)CC1,2,0,-0.1,0.0
Cc1ncc(CN2CCC(C(=O)Nc3ccc(Oc4cccnc4)cc3)CC2)cn1,6,5,0.0,0.7
CCOC(=O)C1CCN(CC(O)COc2ccc(C(C)=O)cc2)CC1 (configuration not stated),-14,19,0.1,0.5
CC(C)c1ccc(Oc2ncnc(N)c2[N+](=O)[O-])cc1,7,14,0.0,1.1
COc1cccc(OC)c1C(=O)Nc1ccc(Br)cc1C,6,2,0.0,1.1
Cc1cc(Br)ccc1NC(=O)C1CCCN1/C=C/C(=O)C(F)(F)F (configuration not stated),-1,6,0.1,0.5
O=C(CSCc1ccc([N+](=O)[O-])cc1)Nc1cc(Cl)ccc1C(=O)O,-5,27,0.1,0.7
COc1ccc(NC(=O)NCCOC(=O)N(O)c2ccccc2)cc1,3,-11,0.1,0.8
O=C(NCC1CCC2(CCN(C(=O)c3ccc(F)c(F)c3)CC2)O1)c1ccccc1F (configuration not stated),6,14,0.1,-0.8
S=C(NCCCN1CCOCC1)N/N=C/c1ccsc1,7,-15,-0.3,-1.2
Cc1ccc(C(=O)N[C@H]2CCN(S(=O)(=O)c3cccc4c(C)cncc34)C2)cc1F,-4,4,-0.1,1.9
O=C(O)C1Cc2c([nH]c3ccccc23)C(c2ccccc2O)N1 (configuration not stated),6,-8,0.1,3.5
CC1C(=O)NN=C1C(=O)N/N=C\C(Br)=C\c1ccccc1 (configuration not stated),28,3,0.0,-2.5
CN1CCN(CCCN(Cc2cccs2)C(=S)Nc2ccccc2Cl)CC1,15,2,1.2,0.8
Cc1ccccc1CSCC(=O)NC1CC2CCC1C2 (configuration not stated),-38,-8,-0.2,2.2
O=c1c(Cl)c(NCc2ccccn2)cnn1C12CC3CC(CC(C3)C1)C2,-7,-6,-0.5,0.5
CCOC(=O)c1c(C)oc2ccc(NS(=O)(=O)c3ccc(OC)cc3)cc12,42*,4,0.2,3.7
COc1cc(/C=C(\C#N)c2ccc([N+](=O)[O-])cc2)ccc1OCc1c(C)no[n+]1[O-],5,16,0.4,-0.9
O=C(NCc1ccccc1)c1cccc(OC2CCN(C3CCSCC3)CC2)c1,-14,-7,-0.1,-0.5
CCN(CC)c1ccc2cc(/C(N)=N/NC(=O)c3cccc(F)c3)c(=O)oc2c1,-12,12,0.2,-1.1
Cc1nnc(C)n1/N=C/c1ccc(-c2ccccc2Cl)o1,-5,3,-0.1,-1.5
